Compound activity: PubChem BioAssay, National Center for Advancing Translational Sciences (NCATS)
MBNL1-CUG inh: inhibitors of human MBNL1 binding to CUG repeat RNA. Potency, µM (titrated, usually from 57.5 µM), for the others: at the highest dose activity change, negative = inhibition, actives largely listed as inhibitors. TR-FRET MBNL1-His/biotin-(CUG)12 binding, 665/545 ratio. AID 2675. 280,000 compounds, 0.036% hits; active = well fitted inhibition curve with a large enough effect in the signal ratio, with a control signal flat, not every such curve was filed as active; inconclusive = small, poorly fitted or top-dose-only effect, or effect the other way, or a change in a side signal; inactive = no such curve, though single readings can be large or run the other way; the % refers to the signal ratio; note: potency is the fitted concentration of half-maximal effect; % is set by controls: 0 for no effect and ±100 for the full control effect
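TR-FRET between His-tagged MBNL1 and biotin-(CUG)12 RNA, detected with Tb anti-His antibody (0.055 ng/ul) and streptavidin-XL665 (5 nM), 60 min at room temperature. Compounds titrated 92 nM to 58 uM; 665/545 nm ratio normalized to buffer and complex controls.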
KCNH2 WT inh: inhibitors of human wildtype KCNH2 potassium channel; Q12809; U2OS, BacMam KCNH2, thallium flux FluxOr; active compounds read low; activity change, % at 1.84 µM; 340,000 compounds, 0.37% hits;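 active = maximum activity change below -70%; inconclusive = maximum activity change between -70% and -50%; inactive = maximum activity change above -50%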; note: % is set by controls: 0 for no effect and ±100 for the full control effect
Target sequence (Q12809 whole entry, looked up): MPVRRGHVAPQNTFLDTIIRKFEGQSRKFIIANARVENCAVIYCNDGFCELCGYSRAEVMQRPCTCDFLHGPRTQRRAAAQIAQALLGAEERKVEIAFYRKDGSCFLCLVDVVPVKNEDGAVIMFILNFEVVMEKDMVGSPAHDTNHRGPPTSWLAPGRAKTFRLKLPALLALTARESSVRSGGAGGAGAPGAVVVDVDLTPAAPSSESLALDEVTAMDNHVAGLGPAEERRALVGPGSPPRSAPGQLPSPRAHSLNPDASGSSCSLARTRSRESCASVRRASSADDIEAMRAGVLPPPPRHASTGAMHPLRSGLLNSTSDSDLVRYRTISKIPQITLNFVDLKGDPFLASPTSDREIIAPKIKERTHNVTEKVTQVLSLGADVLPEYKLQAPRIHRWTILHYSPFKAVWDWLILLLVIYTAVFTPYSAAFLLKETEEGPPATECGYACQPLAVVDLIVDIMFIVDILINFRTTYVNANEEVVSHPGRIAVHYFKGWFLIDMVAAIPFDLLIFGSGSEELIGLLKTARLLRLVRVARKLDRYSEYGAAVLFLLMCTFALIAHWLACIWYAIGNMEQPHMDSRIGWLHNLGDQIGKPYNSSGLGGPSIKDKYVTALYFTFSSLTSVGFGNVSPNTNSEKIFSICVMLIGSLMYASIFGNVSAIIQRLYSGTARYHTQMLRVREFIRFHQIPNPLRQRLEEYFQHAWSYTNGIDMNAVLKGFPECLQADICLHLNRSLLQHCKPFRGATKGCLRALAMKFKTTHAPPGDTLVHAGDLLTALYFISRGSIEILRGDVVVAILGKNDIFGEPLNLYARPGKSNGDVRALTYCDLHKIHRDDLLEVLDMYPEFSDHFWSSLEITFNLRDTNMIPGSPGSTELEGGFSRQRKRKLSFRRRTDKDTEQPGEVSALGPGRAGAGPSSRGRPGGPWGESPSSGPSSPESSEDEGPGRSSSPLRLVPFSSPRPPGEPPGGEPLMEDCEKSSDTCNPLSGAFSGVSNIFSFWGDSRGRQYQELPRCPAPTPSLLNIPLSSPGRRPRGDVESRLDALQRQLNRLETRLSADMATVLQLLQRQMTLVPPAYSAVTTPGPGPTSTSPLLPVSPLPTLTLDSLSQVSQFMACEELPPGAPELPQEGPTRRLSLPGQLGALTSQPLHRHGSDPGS
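U2OS cells were transduced with wild-type KCNH2 virus (2.03 x 10^8 / mL) for 4 h at room temperature, then cultured overnight at 37 C. Thallium flux was read with FluxOr dye. Rate constants were normalized to DMSO controls.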
TSHR antag: human thyrotropin receptor antagonism; 330,000 compounds, 0.2% hits; TSHR-expressing cells, TSH-stimulated cAMP HTRF, 2 h; active compounds read low; activity change, negative = inhibition, % at 11.5 µM; P16473;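 active = activity change below a set negative limit, meaning inhibition stronger than a set level, cut at about -70% in these data; inconclusive = activity change between two set negative limits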; note: % is set by controls: 0 for no effect and ±100 for the full control effect
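Competitive HTRF cAMP read-out (cryptate anti-cAMP antibody, cAMP-d2; 30 min, room temperature) in freshly harvested TSHR cells. Compounds added before TSH at EC80 (4nM final), followed by 2 hours' incubation at 37 deg C.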
Eya2 phos inh: Eya2 (human) phosphatase inhibition; O00167; recombinant Eya2, OMFP fluorescence dephosphorylation (OMFP is methylfluorescein phosphate); Potency, µM (series often up to 76.9 µM), inactives show at the highest dose activity, negative = inhibition, most hits filed as inhibitors; 330,000 compounds, 0.006% hits; AID 488837; note: potency is the fitted concentration of half-maximal effect; % is set by controls: 0 for no effect and ±100 for the full control effect
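Eya2 (0.2 uM) preincubated 10 min at ambient with compound, then OMFP substrate added at 50 uM; 10 min reaction in 50 mM HEPES pH 7.5, 50 mM NaCl, 5 uM MgCl2, 0.05% BSA, 1 mM DTT. Fluorescence read at Ex 485/Em 525 nm.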
Menin-MLL TR inh: menin-MLL binding inhibition, Texas Red mutant peptide; 270,000 compounds, 0.23% hits; O00255; Potency, µM (highest dose often 61.6 µM), inactives show at the top dose FP activity change, negative = inhibition, usual class: inhibitors; Menin + Texas Red MLL mutant peptide, fluorescence polarization; active = well fitted inhibition curve with a large enough effect in the polarisation, with a control signal flat, not every such curve was filed as active; inconclusive = small, poorly fitted or top-dose-only effect, or effect the other way, or a change in a side signal; inactive = no such curve, though single readings can be large or run the other way; the % refers to the polarisation; note: potency is the fitted concentration of half-maximal effect; % of control where 0% means no effect; many of its hits are not listed in these tables
PKM2 act: activators of human pyruvate kinase M2 | 260,000 compounds, 0.34% hits | AID 1631 | Potency, µM (titrated, usually from 57.5 µM), without a hit: at the top dose activation, actives largely listed as activators | purified PKM2, Kinase-Glo ATP luminescence, activation; response scale: 0% is enzyme alone, no compound | P14618; note: potency is the fitted concentration of half-maximal effect; % is set by controls: 0 for no effect and ±100 for the full control effect; nearly all actives have a fitted effect of over 55% in size
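Purified hPK-M2 (>95% pure) converted ADP (0.1 mM final) to ATP with 0.5 mM PEP in 50 mM imidazole pH7.2, KCl, MgCl2, Tween 20, BSA; 1 h at room temperature. ATP detected by Kinase-Glo luminescence.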
ASM inhibitor: inhibitors of human secretory acid sphingomyelinase. AID 504937. Potency, µM (top dose mostly 57.5 µM), for the others: at the top dose activity change, negative = inhibition, most hits filed as inhibitors. placental ASM, HMU-PC fluorogenic substrate, 60 min. 340,000 compounds, 0.006% hits; note: potency is the fitted concentration of half-maximal effect
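HMU-PC0 cleavage (9 uM final) by human placental ASM, 60 min at 37 °C following 10 min compound exposure at RT; stopped at pH 10, fluorescence Ex 386/Em 447 nm.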
Chronic BCR inh: inhibitors of chronic active B-cell receptor signaling; ABC-DLBCL IkBa-CBG/CBR reporter, luminescence ratio, 4 h; 340,000 compounds, 0.05% hits; Potency, µM (top dose mostly 46.1 µM), for inactives: at the top dose ratio change, negative = lower green/red ratio, usual class: inhibitors; active = well fitted inhibition curve with a large enough effect in the signal ratio, with a control signal flat, not every such curve was filed as active; inconclusive = small, poorly fitted or top-dose-only effect, or effect the other way, or a change in a side signal; the % refers to the signal ratio;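 note: potency is the fitted concentration of half-maximal effect; plate controls were basal doxycycline-induced cells for no effect and cells given 10 µM MG132 for full effect; MG132 reads +100%, hits lower the ratio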
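Concentration-response series (up to 46 uM) were applied to TMD8 dual-reporter cells for 4 h at 37C with doxycycline. Green/red ratio, after filter-overlap correction, defined %Activity; red signal alone was normalised to basal cells and zero luminescence.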
USP2a inh: USP2a (human) protease inhibition; AID 463254; USP2 core, Ub-CHOP2 coupled fluorogenic reporter, 485/531; Potency, µM (top dose mostly 38.3 µM), inactives show at the top dose activity change, negative = inhibition, actives largely listed as inhibitors; 330,000 compounds, 0.01% hits;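 note: potency is the fitted concentration of half-maximal effect; plate controls were DMSO wells for no effect and full inhibition by NEM control for full effect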
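USP2 core (10nM final) preincubated 30min RT with compound in 20mM Tris-HCl pH 8.0, 2mM CaCl2, 2mM beta-mercaptoethanol, 0.05% CHAPS; 25nM Ub-CHOP2 plus 25nM reporter substrate added, fluorescence (Ex485/Em531) read after 60min.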
Mito fusion yeast: mitochondrial division inhibition or fusion activation; S. cerevisiae fusion-defective mutant growth rescue, CellTiterGlo 48 h; Potency, µM (titrated, usually from 46.1 µM), inactives show top-dose growth rescue (activation), actives largely listed as activators; 320,000 compounds, 0.23% hits;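 note: potency is the fitted concentration of half-maximal effect; % of control where 0% means no effect; nearly all actives have a fitted effect of over 45% in size; temperature-sensitive fusion mutants such as fzo1-1 at 37 °C on non-fermentable ethanol glycerol medium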
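S. cerevisiae fusion-defective temperature-sensitive mutants (e.g. fzo1-1, mgm1-5) grown 48 h at 37C in YPEG (ethanol/glycerol non-fermentable) medium with 23 nl compound per well; growth rescue read as CellTiterGlo luminescence.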
GALK inh: blocks human galactokinase activity; 270,000 compounds, 0.007% hits; Purified GALK, Kinase-Glo residual ATP luminescence; Potency, µM (doses to about 57.5 µM), without a hit: at the highest dose activity change, negative = inhibition, actives largely listed as inhibitors; P51570; AID 1868; note: potency is the fitted concentration of half-maximal effect; % is set by controls: 0 for no effect and ±100 for the full control effect
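The enzyme phosphorylates galactose (100 uM) using ATP (35 uM); inhibition is detected as higher residual ATP, quantified by bioluminescence after 1 h reaction at room temperature, pH 8.0.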
* = called active by the depositor; ? = inconclusive; / = not tested or not shown; [ ] = another dose, or the depositor's remark. Unless noted, calls come from the whole dose curve; as a rule, active = well fitted curve in the direction sought with a large enough effect; inconclusive = small, poorly fitted or top-dose-only effect, or another doubt; inactive = no such curve, though single readings can be large; an effect the other way counts as inactive or inconclusive.

item	molecule	ASM inhibitor	Eya2 phos inh	USP2a inh	KCNH2 WT inh	GALK inh	MBNL1-CUG inh	TSHR antag	PKM2 act	Chronic BCR inh	Menin-MLL TR inh	Mito fusion yeast
1	Cn1c(=O)c2c(ncn2CC(=O)OCC(=O)Nc2cc(Cl)ccc2C#N)n(C)c1=O	4%	5%	1%	2	/	/	11	/	-1%	/	/
2	CN1CCN(S(=O)(=O)c2cccc(C(=O)NCCOc3ccccc3)c2)CC1	5%	-9%	-2%	-7	/	/	2	/	-1%	/	-2%
3	c1ccc(-c2nc(N3CCCC3)nc3ccccc23)cc1	366%[activator]	-11%	1%	0	2%	15%	0	-6%	7%	-22%	-8%
4	CCOC(=O)c1c(C)[nH]c(C=O)c1Cc1cccc(Cl)c1	-4%	-26%	-7%	3	-3%	0%	19	-1%	?	-4%	13µM*
5	CC(C)(C)NC(=O)C1CCC(CNS(=O)(=O)c2cccc3nsnc23)CC1 (stereo not drawn)	6%	0%	4%	1	-1%	?	-6	/	6%	/	1%
6	O=C(NCCCO)NC(=S)c1cccc2ccccc12	-11%	5%	7%	5	2%	30%	-4	-8%	-1%	0%	-3%
7	CCCc1nc2ccc(NC(=O)c3cccs3)cc2c(=O)n1Cc1ccc(Cl)cc1	-29%	-5%	5%	0	0%	/	-12	-2%	0%	-3%	-4%
8	COc1ccccc1C1/C(=C(\O)c2ccc3c(c2)OCCO3)C(=O)C(=O)N1CCCn1ccnc1 (stereo not drawn)	-2%	9%	0%	6	0%	8%	27	0%	-5%	6%	1%
9	COc1cc(/C=N/N2C(C)CCCC2C)cc(OC)c1O (stereo not drawn)	1%	-1%	2%	4	-3%	-14%	-16	/	0%	?	-9%
10	O=C1CSC(c2ccccc2)N1CC(O)c1ccc([N+](=O)[O-])cc1 (stereo not drawn)	-1%	-5%	2%	3	0%	32%[activator]	7	8%	12%	2%	1%
11	O=C(COc1ccc(Cl)cc1Cl)OCn1nnc2ccccc2c1=O	-7%	-17%	2%	-11	0%	3%	0	2%	-3%	8%	4%
12	CC(=O)Nc1ccc(NC(=O)CSc2nncn2C)cc1	-1%	-10%	1%	1	0%	-6%	13	0%	0%	5%	3%

A different layout for some results above:
Each structure is followed by: ASM inhibitor | Eya2 phos inh | USP2a inh | KCNH2 WT inh | GALK inh | MBNL1-CUG inh | TSHR antag | PKM2 act | Chronic BCR inh | Menin-MLL TR inh | Mito fusion yeast
1: Cn1c(=O)c2c(ncn2CC(=O)OCC(=O)Nc2cc(Cl)ccc2C#N)n(C)c1=O
 : 4% | 5% | 1% | 2 | / | / | 11 | / | -1% | / | /
2: CN1CCN(S(=O)(=O)c2cccc(C(=O)NCCOc3ccccc3)c2)CC1
 : 5% | -9% | -2% | -7 | / | / | 2 | / | -1% | / | -2%
3: c1ccc(-c2nc(N3CCCC3)nc3ccccc23)cc1
 : 366%[activator] | -11% | 1% | 0 | 2% | 15% | 0 | -6% | 7% | -22% | -8%
4: CCOC(=O)c1c(C)[nH]c(C=O)c1Cc1cccc(Cl)c1
 : -4% | -26% | -7% | 3 | -3% | 0% | 19 | -1% | ? | -4% | 13µM*
5: CC(C)(C)NC(=O)C1CCC(CNS(=O)(=O)c2cccc3nsnc23)CC1 (stereo not drawn)
 : 6% | 0% | 4% | 1 | -1% | ? | -6 | / | 6% | / | 1%
6: O=C(NCCCO)NC(=S)c1cccc2ccccc12
 : -11% | 5% | 7% | 5 | 2% | 30% | -4 | -8% | -1% | 0% | -3%
7: CCCc1nc2ccc(NC(=O)c3cccs3)cc2c(=O)n1Cc1ccc(Cl)cc1
 : -29% | -5% | 5% | 0 | 0% | / | -12 | -2% | 0% | -3% | -4%
8: COc1ccccc1C1/C(=C(\O)c2ccc3c(c2)OCCO3)C(=O)C(=O)N1CCCn1ccnc1 (stereo not drawn)
 : -2% | 9% | 0% | 6 | 0% | 8% | 27 | 0% | -5% | 6% | 1%
9: COc1cc(/C=N/N2C(C)CCCC2C)cc(OC)c1O (stereo not drawn)
 : 1% | -1% | 2% | 4 | -3% | -14% | -16 | / | 0% | ? | -9%
10: O=C1CSC(c2ccccc2)N1CC(O)c1ccc([N+](=O)[O-])cc1 (stereo not drawn)
 : -1% | -5% | 2% | 3 | 0% | 32%[activator] | 7 | 8% | 12% | 2% | 1%
11: O=C(COc1ccc(Cl)cc1Cl)OCn1nnc2ccccc2c1=O
 : -7% | -17% | 2% | -11 | 0% | 3% | 0 | 2% | -3% | 8% | 4%
12: CC(=O)Nc1ccc(NC(=O)CSc2nncn2C)cc1
 : -1% | -10% | 1% | 1 | 0% | -6% | 13 | 0% | 0% | 5% | 3%

(more compounds)
item	molecule	ASM inhibitor	Eya2 phos inh	USP2a inh	KCNH2 WT inh	GALK inh	MBNL1-CUG inh	TSHR antag	PKM2 act	Chronic BCR inh	Menin-MLL TR inh	Mito fusion yeast
13	Cc1occc1-c1nnc(SCC(=O)NC2CC2)n1C	0%	5%	2%	-3	-1%	3%	-5	-2%	0%	/	2%
14	Cc1ccc(C(=O)Nc2ccc(N3CCN(C(=O)c4ccco4)CC3)cc2)c(Cl)c1	-6%	-13%	-8%	-4	5%	70%[activator]	0	/	-17%	2%	-6%
15	CC1CCCC(NC(=O)COC(=O)c2n[nH]c3ccccc23)C1C (stereo not drawn)	-9%	-11%	-1%	13	/	/	/	/	-14%	/	/
16	O=C(Nc1cc(C(F)(F)F)ccc1N1CCOCC1)C1CCCO1 (stereo not drawn)	2%	-41%	-1%	6	/	/	-9	/	2%	/	/
17	O=C(CN1C(=O)C2C3C=CC(C3)C2C1=O)N1CCc2ccccc2C1 (stereo not drawn)	3%	-4%	-10%	-6	0%	-15%	-1	-10%	3%	0%	-1%
18	Cc1cc(C(=O)NNc2ccc(C(C)C)cc2)n(C(C)(C)C)n1	0%	16%	3%	11	/	7%	-5	4%	-3%	/	-5%
19	CCOc1ccc(CC(=O)Nc2cccc(-c3ccc4nnc(C)n4n3)c2)cc1	-12%	-10%	-2%	13	-1%	?	-4	-15%	?	7%	-3%

Some of the compounds tested; count on the stated rates, not on these rows.
